MsrA inhibitor – inhibits bovine methionine sulfoxide reductase A; AID 651718; actives 0.75% (n = 360,000); purified bovine MsrA, absorbance read-out; inhibition, % at 15.5 µM; in the data active = inhibition above about 4.5%;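 note: 0% = vehicle wells with enzyme and 100% = reference inhibitor wells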
NRP1-CendR mod – NRP-1/CendR interaction modulation | actives 0.85% (n = 360,000) | inhibition, % at 25 µM | O14786 | FAM-RPARPAR peptide binding to NRP-1, fluorescence polarization;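 active = inhibition or corrected inhibition above about 18%, plus a signal ratio from 0.5 to 1.5, limit read from the data, passing the limit was not always enough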; note: strong numbers were not always called active
Target sequence (O14786 whole entry, looked up): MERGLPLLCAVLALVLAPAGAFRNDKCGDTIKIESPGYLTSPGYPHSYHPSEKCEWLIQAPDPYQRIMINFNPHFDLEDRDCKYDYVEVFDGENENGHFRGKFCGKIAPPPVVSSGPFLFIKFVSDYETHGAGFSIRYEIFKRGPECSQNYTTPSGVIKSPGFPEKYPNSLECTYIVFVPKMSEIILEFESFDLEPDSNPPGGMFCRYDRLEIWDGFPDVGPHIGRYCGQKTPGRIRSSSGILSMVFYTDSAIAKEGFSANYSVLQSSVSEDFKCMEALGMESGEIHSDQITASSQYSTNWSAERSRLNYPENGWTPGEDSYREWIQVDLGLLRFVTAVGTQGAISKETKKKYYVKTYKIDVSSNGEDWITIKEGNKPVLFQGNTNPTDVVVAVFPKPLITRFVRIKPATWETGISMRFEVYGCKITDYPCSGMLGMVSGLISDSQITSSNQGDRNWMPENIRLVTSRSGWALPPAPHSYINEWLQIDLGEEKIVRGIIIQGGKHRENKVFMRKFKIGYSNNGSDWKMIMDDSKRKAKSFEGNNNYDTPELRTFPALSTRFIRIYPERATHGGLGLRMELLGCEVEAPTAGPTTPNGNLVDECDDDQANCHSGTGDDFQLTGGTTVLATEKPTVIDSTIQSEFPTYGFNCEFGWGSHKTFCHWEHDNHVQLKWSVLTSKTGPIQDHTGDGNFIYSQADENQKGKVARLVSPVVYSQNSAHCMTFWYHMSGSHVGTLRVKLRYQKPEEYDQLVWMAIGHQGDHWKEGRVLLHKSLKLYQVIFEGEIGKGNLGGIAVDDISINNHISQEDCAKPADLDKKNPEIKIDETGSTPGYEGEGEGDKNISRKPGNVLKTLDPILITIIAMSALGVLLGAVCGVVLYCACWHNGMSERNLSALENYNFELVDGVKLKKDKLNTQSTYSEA
SUMO1-SIM PPI – modulators of human SUMO1-mediated protein-protein interactions; actives 0.33% (n = 360,000); P63165; AID 602429; SUMO1 binding to a labelled peptide, TR-FRET, 1 h; inhibition, % at 20 µM; in the data active = inhibition above about 37%
STEP block – STEP (human) phosphatase inhibition; P54829; recombinant STEP, OMFP fluorogenic substrate, fluorescence; inhibition, % at 20 µM; actives 0.25% (n = 360,000);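 active = inhibition at 20 µM, scaled per plate between control wells, above about 37%, limit read from the data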;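 note: 0% = DMSO with enzyme and substrate and 100% = substrate only without enzyme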
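medium = Bis-Tris buffer pH 6.0, 2.5 mM DTT, 0.005% Tween 20 | test system = STEP (striatal-enriched tyrosine phosphatase) enzyme, cell-free | measure = normalized % inhibition | compound dosing = 20 µM, 1% DMSO | also added = 25 µM OMFP | schedule = reaction 20 min, ambient temperature | measured by = fluorescence read at 480 nm ex / 540 nm em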
LMPTP inh – blocks human LMPTP phosphatase | recombinant LMPTP-A, OMFP fluorogenic substrate, fluorescence intensity | inhibition, % at 20 µM | actives 0.22% (n = 360,000) | AID 651560;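 active = compounds that cut the enzyme signal by at least half of the control window in the single-dose screen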;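 note: plate controls were DMSO wells with enzyme plus substrate for no effect and substrate without enzyme for full effect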
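Test system: LMPTP-A phosphatase enzyme. Amount: LMPTP-A at 0.625 nM final in the reaction. Reagent: OMFP substrate, 400 µM final. Times: 50 min at room temperature. Signal: endpoint fluorescence intensity from OMFP dephosphorylation. Read-out basis: % inhibition. Benchmarks: no-enzyme and uninhibited controls.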
Scp1 inh – inhibitors of human Scp-1 phosphatase; inhibition, % at 20 µM; AID 493091; Recombinant Scp1, phosphopeptide, malachite green phosphate absorbance; actives 0.88% (n = 340,000); Q9GZU7;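 active = inhibition above about 50% at 20 µM, limit read from the data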;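 note: plate controls were DMSO wells with enzyme for no effect and wells lacking enzyme for full effect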
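Times: enzyme reaction 45 min at room temperature, colour 5 min, stabilisation 30 min. Material: SCP-1 catalytic fragment, aa 76-261. Medium: Acidic Tris acetate buffer with magnesium and detergent. Signal: colorimetric free-phosphate detection, absorbance 630 nm. Read-out basis: % inhibition of SCP-1 phosphate liberation. Reagent: Phosphorylated 17-residue peptide substrate.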
TbMetRS inhib – Trypanosoma brucei MetRS inhibition; purified T. brucei MetRS, ATP depletion, Kinase-Glo luminescence; inhibition, % at 11.9 µM; actives 0.4% (n = 360,000);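 active = inhibition above a per-plate cutoff of the control wells' mean inhibition plus 3 SD, cut at about 5.5% in these data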;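 note: 0% = DMSO wells median and 100% = median of wells with control inhibitor compound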
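technique = Kinase-Glo luminescence, ATP depletion format | system = purified MetRS (methionyl-tRNA synthetase) enzyme from Trypanosoma brucei | timing = 15 min preincubation, 2 h reaction, all 25 °C | evaluation = percent inhibition versus plate control medians | dosing = single dose, 11.9 µM final nominal, 0.9% final DMSO | also added = substrates ATP, L-methionine and bulk Escherichia coli tRNA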
MsrA act – activators of bovine methionine sulfoxide reductase A | activation, % at 10.6 µM | purified bovine MsrA, absorbance read-out | AID 602163 | actives 0.3% (n = 360,000); in the data active = activation above about 7.5%;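 note: 0% = vehicle and 100% = reference activator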
eLon inh – inhibitors of E. coli Lon protease. inhibition, % at 7.94 µM. purified E. coli Lon protease, fluorescence polarization. P0A9M0. AID 602123. actives 0.42% (n = 360,000); in the data active = inhibition above about 13%, passing the limit was not always enough;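 note: 0% = enzyme with probe and DMSO and 100% = no enzyme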
DNMT1 inh – inhibitors of human DNMT1; AID 588458; P26358; actives 0.83% (n = 360,000); inhibition (reported as % activation of signal), % at 10 µM; DNMT1 molecular beacon, Hinp1I cleavage, fluorescence; in the data active = inhibition above about 50%
* hit, by the source's call; . = not tested or not shown.

Codes: A = MsrA inhibitor; B = NRP1-CendR mod; C = SUMO1-SIM PPI; D = STEP block; E = LMPTP inh; F = Scp1 inh; G = TbMetRS inhib; H = MsrA act; I = eLon inh; J = DNMT1 inh
CC(OC(=O)Cc1n[nH]c(=O)c2ccccc12)C(=O)Nc1ccc(Cl)cn1 (centres undefined)
  A = -1.0 | B = 2 | C = -2 | D = 0 | E = 0.9 | F = 7 | G = -1.1 | H = -9 | I = 9 | J = 0
O=C(CCOc1ccccc1)NCc1ccccc1
  A = 0.2 | B = -4 | C = 2 | D = -1 | E = -0.9 | F = -4 | G = 0.2 | H = -4 | I = 0 | J = -1
O=C(COn1nnc2ccc(S(=O)(=O)N3CCOCC3)cc21)Nc1c(F)c(F)c(F)c(F)c1F
  A = -0.7 | B = 15 | C = 2 | D = -2 | E = -0.8 | F = -7 | G = -0.2 | H = -1 | I = 0 | J = 1
CCOC(=O)N1CCN(C2CCCN(C(=O)c3ccccc3N(C)C)C2)CC1 (centres undefined)
  A = -0.1 | B = -8 | C = -2 | D = 0 | E = -0.7 | F = 2 | G = -0.1 | H = -5 | I = 1 | J = -1
Cc1cc(NC(=O)c2ccc(C)s2)n(-c2nc3ccccc3[nH]2)n1
  A = -1.0 | B = 12 | C = -1 | D = -1 | E = 2.8 | F = -3 | G = -0.6 | H = -3 | I = -1 | J = 1
CCc1nnc(NC(=O)c2ccc(S(=O)(=O)N3CCCc4ccccc43)cc2)o1
  A = 2.3 | B = -8 | C = 5 | D = 1 | E = -0.3 | F = -16 | G = -0.5 | H = 1 | I = -1 | J = -2
O=C(NC1CCCCC1)C(c1ccncc1)n1c(=O)c(-c2ccccc2)nc2ccccc21 (centres undefined)
  A = 3.0 | B = 3 | C = -16 | D = . | E = -0.8 | F = . | G = -1.1 | H = . | I = . | J = .
C[C@H](O)C#Cc1cnc2c(c1)C(=O)N([C@H](C)CO)C[C@@H](C)[C@@H](CN(C)Cc1ccc(-c3ccccc3)cc1)O2
  A = 0.1 | B = 2 | C = 4 | D = 0 | E = -0.3 | F = . | G = -0.8 | H = -3 | I = 4 | J = -5
O=C(Nc1ccc(F)cc1F)C1CCCN1S(=O)(=O)c1cccc2nsnc12 (centres undefined)
  A = 1.5 | B = 0 | C = -39 | D = -1 | E = -0.5 | F = 1 | G = -0.1 | H = -1 | I = -8 | J = 3
CC(C)CN1C(=O)NC(NS(=O)(=O)c2ccc(N)cc2)(C(F)(F)F)C1=O (centres undefined)
  A = -1.0 | B = -8 | C = 0 | D = -3 | E = -1.1 | F = -3 | G = -0.3 | H = -3 | I = -1 | J = -3
CC(C)(C)C(=O)NCc1ccc(C(=O)CSc2nnc(C3CC3)n2C2CC2)s1
  A = 1.2 | B = 2 | C = -9 | D = -3 | E = -0.9 | F = -3 | G = -0.2 | H = -5 | I = -12 | J = 0
CCCCn1c(N)c(N(CC(C)C)C(=O)CSCC(=O)Nc2cccc(C)c2)c(=O)[nH]c1=O
  A = -0.7 | B = -8 | C = -4 | D = -1 | E = 0.1 | F = -5 | G = -0.3 | H = -1 | I = -19 | J = -6
CC(C)OCCCNC(=O)c1cc(-c2cccnc2)nc2ccccc12
  A = 1.5 | B = 3 | C = -12 | D = -2 | E = -2.0 | F = -16 | G = 0.6 | H = -1 | I = -1 | J = 0
CC(=O)Nc1ccc(SCCN2CC[C@@H](O)CCC2=O)cc1
  A = 0.1 | B = 20 | C = 1 | D = -3 | E = 0.2 | F = 2 | G = -0.1 | H = 1 | I = -14 | J = 2
CCCCCc1cc(=O)oc2c(C(CCN3CCCC(C)C3)c3ccc(N(C)C)cc3)c(OC)cc(OC)c12 (centres undefined)
  A = . | B = 10 | C = -22 | D = 1 | E = 2.3 | F = 6 | G = -0.4 | H = 6 | I = -8 | J = 1

Ordered by number of heavy atoms (ascending): part of the list above
Codes: A = MsrA inhibitor; B = NRP1-CendR mod; C = SUMO1-SIM PPI; D = STEP block; E = LMPTP inh; F = Scp1 inh; G = TbMetRS inhib; H = MsrA act; I = eLon inh; J = DNMT1 inh
Cc1cc(NC(=O)c2ccc(C)s2)n(-c2nc3ccccc3[nH]2)n1
  A = -1.0 | B = 12 | C = -1 | D = -1 | E = 2.8 | F = -3 | G = -0.6 | H = -3 | I = -1 | J = 1
CC(C)CN1C(=O)NC(NS(=O)(=O)c2ccc(N)cc2)(C(F)(F)F)C1=O (centres undefined)
  A = -1.0 | B = -8 | C = 0 | D = -3 | E = -1.1 | F = -3 | G = -0.3 | H = -3 | I = -1 | J = -3
CCCCCc1cc(=O)oc2c(C(CCN3CCCC(C)C3)c3ccc(N(C)C)cc3)c(OC)cc(OC)c12 (centres undefined)
  A = . | B = 10 | C = -22 | D = 1 | E = 2.3 | F = 6 | G = -0.4 | H = 6 | I = -8 | J = 1

The results go on.
Codes: A = MsrA inhibitor; B = NRP1-CendR mod; C = SUMO1-SIM PPI; D = STEP block; E = LMPTP inh; F = Scp1 inh; G = TbMetRS inhib; H = MsrA act; I = eLon inh; J = DNMT1 inh
COc1ccccc1CCNC(=O)c1csc2c1CCCC2
  A = 0.3 | B = 0 | C = 2 | D = 0 | E = 0.2 | F = -3 | G = 0.1 | H = -10 | I = -7 | J = -3
Nc1nnc(CC(=O)N/N=C/c2ccc(-c3ccc(Cl)cc3Cl)o2)s1
  A = 3.0 | B = -38 | C = 17 | D = 4 | E = 26 | F = 32 | G = 11* | H = -6 | I = -2 | J = 22
COc1ccc(C(=O)N2CCC2(C)C(=O)O)cc1F (centres undefined)
  A = 0.5 | B = 1 | C = 5 | D = 1 | E = -0.6 | F = . | G = -0.1 | H = 0 | I = -6 | J = 1
OCn1ncn(-c2ccccc2)c1=S
  A = -0.2 | B = -8 | C = -1 | D = 2 | E = -1.3 | F = -11 | G = -1.2 | H = 2 | I = -14 | J = 2
COc1cc(N)c(Cl)cc1C(=O)OCC(=O)N1CCCC1
  A = 0.1 | B = 8 | C = -3 | D = -1 | E = 0.5 | F = -7 | G = 0.2 | H = -4 | I = 7 | J = 3
Cc1cccc(C(=O)NNC(=O)CCCCC(=O)NNC(=O)c2cccc(C)c2)c1
  A = -0.4 | B = 4 | C = 1 | D = -2 | E = -0.9 | F = -6 | G = 0.4 | H = -3 | I = 0 | J = 0
COc1ccc(/C=C2/C(=O)ON=C2C)cc1Br
  A = -0.3 | B = -15 | C = 3 | D = 0 | E = -3.1 | F = -6 | G = -0.8 | H = -2 | I = 17 | J = 7
CC(=O)N1C(C(=O)O)Cc2c([nH]c3ccccc23)C1C (centres undefined)
  A = 0.1 | B = 10 | C = 0 | D = 3 | E = -1.7 | F = -7 | G = 0.5 | H = -1 | I = 5 | J = -1
Cc1cccc(C)c1NC(=O)C/C(N)=N/O
  A = 0.3 | B = -8 | C = -1 | D = -2 | E = -1.6 | F = -2 | G = -1.2 | H = -10 | I = -5 | J = -6

Shown field by field: four of the compounds above
COc1ccc(C(=O)N2CCC2(C)C(=O)O)cc1F (centres undefined)
  MsrA inhibitor: 0.5
  NRP1-CendR mod: 1
  SUMO1-SIM PPI: 5
  STEP block: 1
  LMPTP inh: -0.6
  Scp1 inh: .
  TbMetRS inhib: -0.1
  MsrA act: 0
  eLon inh: -6
  DNMT1 inh: 1
OCn1ncn(-c2ccccc2)c1=S
  MsrA inhibitor: -0.2
  NRP1-CendR mod: -8
  SUMO1-SIM PPI: -1
  STEP block: 2
  LMPTP inh: -1.3
  Scp1 inh: -11
  TbMetRS inhib: -1.2
  MsrA act: 2
  eLon inh: -14
  DNMT1 inh: 2
COc1cc(N)c(Cl)cc1C(=O)OCC(=O)N1CCCC1
  MsrA inhibitor: 0.1
  NRP1-CendR mod: 8
  SUMO1-SIM PPI: -3
  STEP block: -1
  LMPTP inh: 0.5
  Scp1 inh: -7
  TbMetRS inhib: 0.2
  MsrA act: -4
  eLon inh: 7
  DNMT1 inh: 3
Cc1cccc(C(=O)NNC(=O)CCCCC(=O)NNC(=O)c2cccc(C)c2)c1
  MsrA inhibitor: -0.4
  NRP1-CendR mod: 4
  SUMO1-SIM PPI: 1
  STEP block: -2
  LMPTP inh: -0.9
  Scp1 inh: -6
  TbMetRS inhib: 0.4
  MsrA act: -3
  eLon inh: 0
  DNMT1 inh: 0

Screening results: PubChem, several laboratories

Rows are unselected; overall some 4.3% were active at least once.
